Screening data (PubChem)
LNCaP diff act = LNCaP prostate cell differentiation activation | AID 795 | side scatter shift, % at 10 µM | 24,000 compounds, 0.56% hits | flow cytometry side scatter, 4 d;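 active = side scatter shift above 30%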;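 note: androgen-responsive LNCaP prostate cancer cells in charcoal-stripped serum medium; percent of cells past a gate set so DMSO wells show 10% shift; higher shift means more granular cells and more differentiation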
VLA-4 agonist = allosterically activates the human VLA-4 integrin; P13612; Jurkat cells, LDV-FITC binding, flow cytometry; activation, % at 10 µM (by protocol); 24,000 tested, under 10 active; AID 528;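 active = fluorescent ligand binding to cells raised by more than 40% of the manganese-induced maximum; inconclusive = compound's own fluorescence above 85% of the ligand control signal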;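 note: 0% = ligand binding without compound and 100% = manganese-stimulated maximal binding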
Target sequence (P13612 whole entry, looked up): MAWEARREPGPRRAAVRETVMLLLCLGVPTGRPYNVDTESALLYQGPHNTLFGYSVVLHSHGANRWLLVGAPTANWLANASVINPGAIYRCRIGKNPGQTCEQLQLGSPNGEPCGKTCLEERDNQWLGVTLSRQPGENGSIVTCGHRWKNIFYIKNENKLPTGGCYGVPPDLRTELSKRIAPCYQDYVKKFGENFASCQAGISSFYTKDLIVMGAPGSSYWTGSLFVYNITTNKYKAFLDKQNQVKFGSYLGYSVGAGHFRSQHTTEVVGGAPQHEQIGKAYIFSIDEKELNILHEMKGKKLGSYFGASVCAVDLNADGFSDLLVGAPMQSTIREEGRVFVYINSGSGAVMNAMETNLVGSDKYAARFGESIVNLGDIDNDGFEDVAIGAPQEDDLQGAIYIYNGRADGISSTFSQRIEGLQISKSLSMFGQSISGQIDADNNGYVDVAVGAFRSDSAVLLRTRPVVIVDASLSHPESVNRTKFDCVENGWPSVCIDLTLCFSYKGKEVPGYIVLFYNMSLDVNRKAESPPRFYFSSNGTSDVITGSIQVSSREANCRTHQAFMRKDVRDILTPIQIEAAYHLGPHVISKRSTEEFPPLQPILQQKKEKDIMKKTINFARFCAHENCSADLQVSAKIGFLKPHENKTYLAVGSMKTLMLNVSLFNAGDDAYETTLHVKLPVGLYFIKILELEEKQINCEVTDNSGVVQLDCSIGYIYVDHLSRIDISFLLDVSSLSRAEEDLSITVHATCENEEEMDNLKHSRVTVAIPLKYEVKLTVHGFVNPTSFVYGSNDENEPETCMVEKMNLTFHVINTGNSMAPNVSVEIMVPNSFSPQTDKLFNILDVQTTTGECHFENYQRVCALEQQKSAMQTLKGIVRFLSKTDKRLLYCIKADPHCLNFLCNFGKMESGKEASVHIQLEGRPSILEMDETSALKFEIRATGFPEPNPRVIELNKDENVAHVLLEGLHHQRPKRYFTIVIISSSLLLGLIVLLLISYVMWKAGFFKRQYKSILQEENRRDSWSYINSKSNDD
Autofluor Jurkat = counter-screen for VLA-4 integrin: compound autofluorescence in Jurkat cells. flow cytometry; hits give high values; 1 = vehicle-only cell background. fluorescence ratio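 (tested at 10 µM compound in the well)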. 24,000 compounds, 0.61% hits. AID 576;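 active = fluorescence ratio above 2.44, which is 1 plus 3 SD of all ratios; inconclusive = signal too bright to measure linearly, ratio around 10 or more; inactive = fluorescence ratio below 2.44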;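 note: green fluorescence of cells measured with 488 nm excitation and 530 nm emission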
VLA-4 antagonist = inhibition of LDV-FITC ligand binding to human VLA-4 integrin; P13612; Jurkat cells, LDV-FITC binding with Mn2+, flow cytometry; 100% = Mn2+-driven binding gain fully reversed; inhibition, % at 10 µM (by protocol); 24,000 compounds, 0.2% hits;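 active = inhibition above 50%; inconclusive = compound itself fluorescent, judged against control cell fluorescence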;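 note: 0% = Mn2+ stimulated cells lacking compound and 100% = ligand binding without Mn2+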
Starred values were filed as active, the others as inactive; ? = inconclusive; nt = no result given.

Compound,LNCaP diff act,VLA-4 agonist,Autofluor Jurkat,VLA-4 antagonist
CCCS(=O)(=O)N1CCCC(C(=O)N2CCN(c3ccccc3)CC2)C1 (configuration not stated),6,0,1,-10
Cn1c(SCC(=O)O)nnc1C1CCCCC1,9,1,1.1,-6
CCCN1C(=O)c2ccccc2NC1c1ccc(OC)cc1O (configuration not stated),8,0,0.98,-1
N#CC1=C2SCN(c3ccc(F)cc3)CN2C(=O)CC1c1cccc(F)c1 (configuration not stated),1,5,0.97,-19
Cc1nc(SC2C=CS(=O)(=O)C2)n[nH]1 (configuration not stated),1,-6,0.99,-2
CC(C)(C)c1cnnn1-c1ccc(NC(=O)c2ccc(Br)o2)cc1,13,-4,1.1,8
Cc1[nH]c(=O)[nH]c(=O)c1S(=O)(=O)N1CCCC(C(=O)N2CCC(Cc3ccccc3)CC2)C1 (configuration not stated),7,1,1.1,-1
CCOC(=O)N1CCC(NC(=O)c2cc(S(=O)(=O)N3CCOCC3)ccc2F)CC1,6,0,1,1
Cn1c(SCc2nc3ccccc3n2CCO)nc2ccccc21,10,-7,1.1,1
CCOC(=O)C1CCCN(C(=O)c2ccc3c(=O)n(CCOC)c(=S)[nH]c3c2)C1 (configuration not stated),4,0,0.99,-15
O=S(=O)(c1cccs1)N1CCN(C/C=C/c2ccccc2)CC1,8,1,1.1,-7
CCCCNC(=O)C1CCN(S(=O)(=O)c2cnc[nH]2)CC1,10,8,0.99,-3
O=S(=O)(c1ccc(OCC(O)CN2CCN(c3ccccc3)CC2)cc1)N1CCOCC1 (configuration not stated),3,0,0.98,1
CCOC(=O)c1ccc(NC(=O)Cn2nnc(-c3ccccc3)n2)cc1,10,-9,1,-1
CS(=O)(=O)N(CC(=O)NC1CC1)c1cccc(F)c1,14,6,1,-10
O=C(O)Cn1nnc(-c2cccs2)n1,2,1,1.1,-5
O=C(Nc1nc(-c2ccccn2)cs1)C1CC1,19,2,1,-14
COc1cc2c(cc1OC)C(/C(C#N)=N\O)=NC(C)(C)C2,3,-1,1.1,-2
Cc1ccc(-c2noc(CCC(=O)N(C)c3ccccc3C)n2)cc1,11,?,1.1,?
COc1ccc(C(=O)NCc2cn3ccccc3n2)cc1,5,-2,1,3
CCc1nn(CC(=O)N2CCN(Cc3ccc4c(c3)OCO4)CC2)c(=O)c2cc3occc3n12,17,-2,1.1,1
Cc1[nH]n(-c2ccccc2)c(=O)c1/C=N/c1ccccn1,15,4,1.1,3
CCOC(=O)c1[nH]c(C)c(C(=O)N(CC)CC)c1C,8,-6,1.2,2
COc1ccccc1C(=O)NCCn1cc(SCC(=O)Nc2cc(C)on2)c2ccccc21,8,3,1,-8
CC(C)(C)C(=O)Cn1c(=N)n(Cc2ccccc2)c2ccccc21,2,-8,1,-2

Full records, looked up by structure. Order of screens: LNCaP diff act	VLA-4 agonist	Autofluor Jurkat	VLA-4 antagonist
CCCCNC(=O)C1CCN(S(=O)(=O)c2cnc[nH]2)CC1 reads 10	8	0.99	-3
CS(=O)(=O)N(CC(=O)NC1CC1)c1cccc(F)c1 reads 14	6	1	-10
COc1ccc(C(=O)NCc2cn3ccccc3n2)cc1 reads 5	-2	1	3
CC(C)(C)C(=O)Cn1c(=N)n(Cc2ccccc2)c2ccccc21 reads 2	-8	1	-2
CCOC(=O)N1CCC(NC(=O)c2cc(S(=O)(=O)N3CCOCC3)ccc2F)CC1 reads 6	0	1	1

The listing continues.
Compound,LNCaP diff act,VLA-4 agonist,Autofluor Jurkat,VLA-4 antagonist
N#Cc1c(-c2ccc(Cl)cc2Cl)nc2n(c1=O)CCS2,4,?,1.2,?
COc1ccc(C2=NOC(C(=O)Nc3cc(Br)ccc3O)C2)cc1OC (configuration not stated),9,?,1.6,?
CN1CCN(C(=O)c2ccc(CS(=O)(=O)c3c(Cl)cccc3Cl)o2)CC1,5,2,1,-6
CCOC(=O)c1ccc(NCc2nc3ccccc3[nH]2)cc1,7,-4,1.1,2
COc1ccc(C2CCCN2C(=O)c2cccs2)cc1 (configuration not stated),8,6,0.96,-1
O=C(Oc1cccc2cccnc12)c1cccc(-n2cnnn2)c1,8,-6,0.99,2
CCN(CC(F)(F)C(F)F)S(=O)(=O)c1ccc(NC(=O)OC)cc1,4,1,0.89,3
Cc1ccc2[nH]c3c(NCc4ccco4)ncnc3c2c1,nt,?,1.3,?
O=C(C1CCCN(S(=O)(=O)c2cccnc2)C1)N1CCN(c2ccccn2)CC1 (configuration not stated),4,7,0.94,-1
COc1ccc(Cn2nnnc2C(c2cccnc2)N2CCN(c3ccc(O)cc3)CC2)cc1 (configuration not stated),6,-4,1,-8
Cc1cc(C)c2nc(N)sc2c1,3,3,1,-17
CCOc1cccc(C(=O)N(Cc2ccco2)C2CCS(=O)(=O)C2)c1 (configuration not stated),7,-1,1,-11
CCC(NS(=O)(=O)c1ccc(C)cc1)C(=O)O (configuration not stated),5,-1,1.1,-1
CN(CCNC(=O)c1cn(C)c2ccc(S(=O)(=O)N(C)C)cc2c1=O)CCc1ccccc1,3,?,0.97,?
CCC(C)NC(=O)C1CCC(=O)N(c2ccc3c(c2)OCO3)C1c1ccc(OC)cc1 (configuration not stated),6,?,0.9,?
C=CCn1c(=O)n(CCOC)c(=O)c2sc3ccccc3c21,3,-3,1.1,2
CCCCn1cnc2c(cnn2-c2ccc(Cl)cc2)c1=O,12,-2,1,-9
Cc1ccc(CCN2CC(C(=O)NCCCN3CCCCCC3)CC2=O)cc1 (configuration not stated),6,0,1.1,-8
Cc1nn(C)c(C)c1S(=O)(=O)N1CCC(C(=O)NC2CCCc3ccccc32)CC1 (configuration not stated),12,2,1,-1
COC(=O)C1C(=O)C2=C(CC1C)NC(=O)CC2c1ccccc1 (configuration not stated),9,1,1,-2
COc1ccc(CNC(=O)c2noc3c2CCCC3)cc1,16,0,1.1,10
Cn1c2c(c(=O)n(C)c1=O)CN(Cc1ccc(F)cc1)CN2,10,-1,1,-32
c1ccc2c(c1)nc(N1CCN(C3CCCCC3)CC1)c1nnnn12,6,?,2.3,?
c1ccc(Cn2nnnc2C(c2cccs2)N2CCSCC2)cc1 (configuration not stated),8,1,1,1
CCc1ccccc1N(CC)C(=O)c1cn(C)c(=O)c2cc(OC)c(OC)cc12,11,3,1,-18
Cc1c(C(=O)N2CC(C)OC(C)C2)sc2nc(-c3ccccc3)cn12 (configuration not stated),12,?,1.3,?
Cn1c(C(=O)NCCN2CCCCCC2)cc2c(=O)n(C)c3ccccc3c21,15,3,1.1,-9
Cc1c(C(=O)NCC2CCCO2)oc2ccc(S(=O)(=O)N3CCCCC3)cc12 (configuration not stated),6,1,1,5
CC(C)CCNC(=O)C1CCN(C(=O)N(C)C)CC1,5,0,1.1,-13
C/C=C(/C(=C/C)c1ccc(O)cc1)c1ccc(O)cc1,2,-16,1,12
Cc1ccc(-c2noc(CCC(=O)NC3CCN(Cc4ccccc4)CC3)n2)cc1,32*,?,1.1,?
CCOC(=O)CN1C(=O)C(O)(CC(=O)c2ccccn2)c2ccccc21 (configuration not stated),3,4,1,-13
Cc1cnn(-c2nc(-c3cccs3)cc(C(F)(F)F)n2)c1,0,-3,1.1,2
Cc1onc(-c2ccccc2)c1C(=O)NCCN1CCOCC1,2,1,1,1
CCOC(=O)C1CCCN(CC(=O)NC2CC2)C1 (configuration not stated),4,-3,0.97,0
CCOc1ccccc1C(=O)NCCCN1CCN(CCCNC(=O)c2ccccc2OCC)CC1,5,-8,1.2,6
O=C(c1ccco1)N1CCN(C(=O)C2CCN(S(=O)(=O)c3cnc[nH]3)CC2)CC1,13,10,0.78,-13
COc1ccc(-n2c(Cc3cccn3C)nnc2SCC(=O)NCc2ccccc2Cl)cc1,6,1,1.1,10
Nc1nc2sc3c(c2c(=O)s1)CCCC3,10,6,1,-35
Cc1nc(NCc2ccccn2)c2ccccc2n1,11,?,2.8*,?
CC1(C)NC(=O)N(CC(O)COc2cccc(F)c2)C1=O (configuration not stated),3,-1,1,-18
COc1ccc(CN2C(=O)CCC2(C)C(=O)NCc2cccnc2)c(OC)c1 (configuration not stated),12,-4,0.97,4
Oc1c(CN2CCCCC2)cc(COCc2ccccc2)c2cccnc12,nt,4,1,30
O=C(CCCC(=O)N1CCN(c2ccccc2F)CC1)N1CCN(c2ccccc2F)CC1,12,-5,1.1,19
CCc1c(C(=O)Nc2ccc(OC)c(Cl)c2)[nH]c(C)c1C(C)=O,6,0,1.1,15
COCCCNC(=O)CS(=O)Cc1nc(-c2cccc(OC)c2)oc1C (configuration not stated),16,3,1.1,-8
Cc1cccc(C)c1NS(=O)(=O)c1c(C)[nH]c(=O)[nH]c1=O,18,2,1,-13
COc1ccc(N2C(=O)CCC(C(=O)N(C)C3CCCCC3)C2c2ccc(OC)c(OC)c2)cc1 (configuration not stated),2,1,0.98,-1
COc1ccc2c(c1)C(=O)N(c1ccccc1OC)C(=O)C2,9,?,6.3*,?
COc1ccc(C2/C(=C(/O)c3ccccc3)C(=O)C(=O)N2C)cc1 (configuration not stated),7,-1,0.96,-44

Next section:
Compound,LNCaP diff act,VLA-4 agonist,Autofluor Jurkat,VLA-4 antagonist
Cc1ccc(NC(=O)CN(C)S(=O)(=O)c2cccs2)cc1F,1,-1,0.98,-3
COc1cc(C2=NOC(C(=O)Nc3ccc(C(C)=O)cc3)C2)cc(OC)c1OC (configuration not stated),10,3,0.95,10
Cc1ccc2oc(=O)c3cnn(CC(=O)Nc4ccccc4N4CCN(C)CC4)c3c2c1,6,-7,0.96,7
O=C(NCCc1ccccc1)C1CC(=O)N(C2CCCCCC2)C1 (configuration not stated),8,2,1,20
Cc1nc2nc(-c3cccnc3)nn2c(C)c1Cl,3,4,0.97,-19
CCc1nc(N)c(C#N)c(-c2ccc(OC)c(OC)c2)c1C,7,-8,1,-2
CC(C)Oc1cc2oc(=O)c3c(c2cc1Cl)CCC3,7,-11,1,-18
Cc1ccc(Cn2c(=O)n(Cc3ccco3)c(=O)c3ccccc32)cc1,3,-6,1,8
COc1ccc(C2C(C(=O)OC3CCCCC3)=C(C)Nc3nnnn32)c(OC)c1OC (configuration not stated),6,-2,1.2,-3
c1ccc(-c2nc3c4ccccc4nc(N4CCN(c5ccccn5)CC4)n3n2)cc1,1,-7,1.1,-53
Cc1ccc(-n2nc3c(c2NC(=O)c2ccc(OC(C)C)cc2)CS(=O)C3)cc1 (configuration not stated),14,0,1.1,-24
Cc1ccc(CS(=O)(=O)CCC(=O)NCc2ccccn2)cc1,11,-1,1,-2
CC1=C(C(=O)OCCOC(C)C)C(c2cc3c(cc2Br)OCO3)C2=C(CCCC2=O)N1 (configuration not stated),2,6,1.2,-42
COc1ccccc1C1CC(c2ccc(Cl)cc2Cl)Nc2nc(N)nn21 (configuration not stated),3,1,1,4
COc1ccc(N2CCN(C(c3cccc(OC)c3OC)c3nnnn3C3CCCC3)CC2)cc1 (configuration not stated),21,?,1.2,?
O=C(CC1N=C2c3ccccc3N=C(SCc3ccc(F)cc3)N2C1=O)NCc1ccco1 (configuration not stated),3,?,1.1,?
CC(C)CCNC(=O)NC(=O)CSc1nnc(-c2ccccc2Br)o1,14,-5,1.1,8
COc1ccc(-c2nnc3ccc(SCC(N)=O)nn23)cc1OC,13,2,0.98,-20
O=c1oc2ccccc2n1CCn1c2ccccc2c2nc3ccccc3nc21,10,-2,1.1,-12

Not all compounds are listed (hit frequency here may not be typical).
